HEK293 viab: counter-screen for SNCA expression inhibitors: cell viability; HEK-293-SNCA-luc viability, GF-AFC fluorescence, 24 h; Potency, µM (titrated, usually from 57.1 µM), for the others: at the top dose activity change, negative = cytotoxicity, usual class: cytotoxic; 0.12% of 150,000 active; AID 1671193;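 note: potency is the fitted concentration of half-maximal effect; 0% = DMSO-treated cells and -100% = medium-only wells without cells; nearly all actives have a fitted effect of over 30% in size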
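HEK-293-SNCA-luc cells (1500/well) plated 24 h, then exposed 24 h to a dilution series; GF-AFC added 30 min at 37C, fluorescence 405/540 nm; normalised to medium-only and DMSO wells, Hill fit.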
3T3 cytotox: cytotoxic compounds in NIH 3T3 cells; 4.3% of 94,000 active; Potency, µM (highest dose often 96.7 µM), for inactives: top-dose activity change, negative = cytotoxicity, usual class: inhibitors; NIH 3T3 viability, CellTiter-Glo ATP luminescence, 48-72 h; note: potency is the fitted concentration of half-maximal effect; nearly all actives have a fitted effect of over 55% in size
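Viability of NIH 3T3 cells after 48 or 72 hr compound treatment at 37 °C was assessed by CellTiter-Glo, with luminescence imaged following a 10 min room-temperature step.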
SNCA expr inh: inhibitors of alpha-synuclein (SNCA) gene expression | HEK-293 SNCA-luciferase knock-in, luminescence, 24 h | Potency, µM (doses to about 57.2 µM), for the others: top-dose activity change, negative = inhibition, usual class: inhibitors | 0.17% of 140,000 active | AID 1671194;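 note: potency is the fitted concentration of half-maximal effect; plate controls were DMSO cells for no effect and cell-free wells for full effect; nearly all actives have a fitted effect of over 45% in size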
GPT2 inh: GPT2 alanine aminotransferase inhibition | Q8TD30 | Recombinant GPT2, coupled pyruvate oxidase/HRP Amplex Red fluorescence | Potency, µM (top dose mostly 57.7 µM), for inactives: at the top dose activity change, negative = inhibition, most hits filed as inhibitors | 0.25% of 100,000 active; note: potency is the fitted concentration of half-maximal effect; nearly all actives have a fitted effect of over 60% in size; many of its hits are not listed in these tables
Target sequence (Q8TD30 whole entry, looked up): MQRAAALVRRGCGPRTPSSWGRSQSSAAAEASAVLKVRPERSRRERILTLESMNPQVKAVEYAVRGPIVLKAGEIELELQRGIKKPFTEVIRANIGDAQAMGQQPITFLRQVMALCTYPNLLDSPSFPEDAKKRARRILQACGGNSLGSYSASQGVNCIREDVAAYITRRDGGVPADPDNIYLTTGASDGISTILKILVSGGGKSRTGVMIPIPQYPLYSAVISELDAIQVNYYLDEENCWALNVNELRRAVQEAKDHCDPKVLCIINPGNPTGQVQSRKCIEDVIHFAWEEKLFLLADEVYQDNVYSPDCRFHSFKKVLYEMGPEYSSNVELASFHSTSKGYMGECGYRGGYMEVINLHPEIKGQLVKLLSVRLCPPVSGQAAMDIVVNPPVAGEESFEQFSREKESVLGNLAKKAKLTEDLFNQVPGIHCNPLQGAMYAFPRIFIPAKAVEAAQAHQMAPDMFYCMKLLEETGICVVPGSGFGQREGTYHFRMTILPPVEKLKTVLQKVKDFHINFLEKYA
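Fluorescence read-out: pyruvate from GPT2 turnover coupled to pyruvate oxidase, HRP and Amplex Red (0.2mM ThPP, 0.2U/mL PO and HRP, 50uM Amplex final). Substrates 250uM a-KG, 2mM L-alanine; enzyme 10ng/uL; 30 min RT.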
FLuc inh: Photinus pyralis luciferase inhibition. 2.5% of 76,000 active. P08659. purified P. pyralis luciferase, luminescence, biochemical. Potency, µM (series often up to 115 µM), for the others: at the highest dose activity change, negative = inhibition, most hits filed as inhibitors; note: potency is the fitted concentration of half-maximal effect; nearly all actives have a fitted effect of over 65% in size
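Inhibitors were tested against purified firefly luciferase in a biochemical, low-substrate format (both substrates at 10uM) and luminescence measured with a CCD imager.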
IP6K1 inh: IP6K1 kinase inhibition; Q92551; activity change, % (series mostly up to about 58 µM); 0.81% of 140,000 active; IP6K1 kinase, ADP-Glo luminescence, 2 h; active compounds read low; in the data active = activity change below about -25%
Target sequence (Q92551 whole entry, looked up): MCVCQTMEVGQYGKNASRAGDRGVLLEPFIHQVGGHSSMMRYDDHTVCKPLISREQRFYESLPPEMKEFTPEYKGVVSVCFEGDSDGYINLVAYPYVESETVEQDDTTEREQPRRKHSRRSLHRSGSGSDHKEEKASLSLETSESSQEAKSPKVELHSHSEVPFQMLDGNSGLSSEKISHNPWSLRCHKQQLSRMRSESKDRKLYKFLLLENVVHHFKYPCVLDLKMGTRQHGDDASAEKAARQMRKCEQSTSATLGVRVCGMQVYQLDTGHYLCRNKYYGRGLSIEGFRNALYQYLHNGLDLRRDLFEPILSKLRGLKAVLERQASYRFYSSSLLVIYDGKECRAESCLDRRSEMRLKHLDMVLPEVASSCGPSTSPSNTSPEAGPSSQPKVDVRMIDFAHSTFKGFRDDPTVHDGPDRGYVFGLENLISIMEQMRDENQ
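ADP-Glo luminescence measures ADP made by human IP6K1 during a 2 h RT reaction with ATP/IP6 (mix at 1.3 mM/130 uM); top library doses 57.5 and 19.1 uM final.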
HEK cytotox: cytotoxic compounds in HEK 293 cells; Potency, µM (top dose mostly 115 µM), for the others: at the highest dose activity change, negative = cytotoxicity, usual class: inhibitors; HEK 293 viability, ATP luminescence (CellTiter-Glo), 48-72 h; 6.6% of 94,000 active; note: potency is the fitted concentration of half-maximal effect; nearly all actives have a fitted effect of over 60% in size
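HEK 293 cells seeded at 250 cells/well were exposed to compound for 48 or 72 hr at 37 degree Celsius. Viability taken as ATP content by CellTiter-Glo luminescence.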
* = called active by the depositor; i = inactive; ? = inconclusive; / = not tested or not shown; [ ] = another dose, or the depositor's remark. Unless noted, calls come from the whole dose curve; as a rule, active = well fitted curve in the direction sought with a large enough effect; inconclusive = small, poorly fitted or top-dose-only effect, or another doubt; inactive = no such curve, though single readings can be large; an effect the other way counts as inactive or inconclusive. Unless noted, % is set by controls: 0 for no effect and ±100 for the full control effect.

SMILES	HEK293 viab	3T3 cytotox	SNCA expr inh	GPT2 inh	FLuc inh	IP6K1 inh	HEK cytotox
[C-]#[N+]C1CCN(C(=O)c2cc(-c3cccc(C(F)(F)F)c3)c3nncn3n2)CC1	4%	-21%	-6%	2%	/	18	-16%
COc1ccc(/C=C/c2ccc3c(c2)C(=O)N2CC[C@H](NC(=O)c4cnccn4)[C@H]2C(=O)N3)cc1	-3%	-4%	-7%	4%	7.9µM*	6	-6%
Cc1noc(-c2nc(-c3cccc(Br)c3)no2)n1	-3%	0%	11%	-9%	?	11	?
Cc1cc(=O)n(-c2ccccc2)n1C	-5%[23.9 µM]	/	41%[25.6 µM]	i	/	-12	/
CC1=C[C@@H](CN(CC2CC2)CC2CC2)[C@H](C(C)C)C[C@H]1Cc1nc2c(C)cccc2[nH]1	?	79µM*	?	i	-5%[172 µM]	-4	89µM*
CC(=O)N1C[C@@H](CN(C)C)[C@H](NC(=O)c2ccccc2OC(F)(F)F)C1	8%	-4%	1%	i	-1%	7	i
Cc1ccccc1-c1nc(N2CCOCC2)cc2c1CN(c1ccccc1)C2=O	-3%[87.6 µM]	?	0%[87.6 µM]	4%[88.5 µM]	3%[172 µM]	14	?
COc1ccc(-n2cc(-c3ccccc3)c3c(NCc4cccc(Cl)c4)ncnc32)cc1	11%	/	-10%	/	/	49	/
CCN(CC)C(=O)CSc1nc(-c2ccccc2)cc(-c2ccc(OC)cc2)c1C#N	-25%	/	10%	/	/	0	/
O=C(C1CCCC1)N1CCN(CCCn2nc3n(c2=O)CCCC3)CC1	/	-21%	/	/	/	-6	-12%
O=C(CSc1nc2ccsc2c(=O)n1-c1ccc(Cl)cc1)NCc1ccc(Cl)cc1	-16%	/	-4%	/	/	-4	/
Cc1nc2ncccc2cc1C(=O)NC(c1nnc2n1CCNCC2)C(C)C (configuration not stated)	-10%	-1%	-18%	i	-5%	-8	i
O=C(Cn1ncc2c1-c1ccccc1OC2)N1CCN(c2ccccc2)CC1	21%	/	2%	/	/	4	/
COc1ccc(-c2cc(N3CCCN(C(=O)c4ccc(OC)c(F)c4)CC3)n[nH]2)cc1	-1%	-22%	19%	-15%	-12%	12	?
O=C(NC1CCN(c2cc(-c3ccc(Cl)cc3)[nH]n2)CC1)c1ccncc1	-3%	?	-1%	3%	7%	3	28µM*
COc1ccc(C(=O)N2CCc3ccc(C(=O)NCc4ccncc4)cc32)cc1	?	-25%	0%	?	7%	-2	?
O=C1NC(=O)C(=Cc2ccc3c(c2)OC(F)(F)O3)S1	3%	/	113%[activator]	i	/	/	/
Cc1cc(C)n(CCC(=O)N2CC(Oc3ccc(-c4nc(-c5ccccc5)no4)cc3)C2)n1	?	?	?	-8%	?	7	32µM*
COc1ccc(NC(=O)CCc2ccc3c(c2)CN(C(=O)NC(C)C)CCO3)cn1	-3%[12.5 µM]	-10%	56%[activator]	i	-11%	-8	79µM*
Cc1cc(CNC(=O)c2ccc(S(=O)(=O)NCC(F)F)cc2)on1	9%	-12%	14%	i	-3%	15	-15%

Some of the entries so far, with bars between the fields.
SMILES | HEK293 viab | 3T3 cytotox | SNCA expr inh | GPT2 inh | FLuc inh | IP6K1 inh | HEK cytotox
Cc1nc2ncccc2cc1C(=O)NC(c1nnc2n1CCNCC2)C(C)C (configuration not stated) | -10% | -1% | -18% | i | -5% | -8 | i
COc1ccc(/C=C/c2ccc3c(c2)C(=O)N2CC[C@H](NC(=O)c4cnccn4)[C@H]2C(=O)N3)cc1 | -3% | -4% | -7% | 4% | 7.9µM* | 6 | -6%

Next structures follow:
SMILES	HEK293 viab	3T3 cytotox	SNCA expr inh	GPT2 inh	FLuc inh	IP6K1 inh	HEK cytotox
CCOc1ccc(/C=C/c2nc(C#N)c(N3CCN(c4ccccc4)CC3)o2)cc1	-9%	/	4%	/	/	-19	/
COc1ccc(S(=O)(=O)N2CCN(c3ccccc3F)CC2)cc1-c1noc(C)n1	0%	/	37%[activator]	/	/	2	/
CCCNc1cc(N2CCC(CCC(=O)N3CCN(c4ccccc4F)CC3)CC2)ncn1	-26%	?	?	i	?	21	?
Cn1nccc1C(=O)N1CC2CC(C1)[C@H]1CCCC(=O)N1C2 (some centres not stated)	3%	i	7%	i	5%	0	16%
COc1ccc(N2CCN(C(=O)CCc3nnc4n(C)c(=O)c5sccc5n34)CC2)cc1	0%	/	-7%	/	/	-4	/
CCc1sc(Nc2cccc(Cl)c2C)nc1-c1cc2cccc(OC)c2oc1=O	-4%	/	-6%	/	/	13	/
Cc1ccc(NS(=O)(=O)c2ccccc2)c(=O)n1CC(=O)N(C)C	6%	-7%	10%	i	-4%	0	-1%
CC(C)NC(=O)N1CCC(O)(c2csc(CN(C)Cc3cccnc3)n2)CC1	-7%[87.6 µM]	-3%[174 µM]	-15%[87.6 µM]	-15%[88.5 µM]	1%[172 µM]	4	i
CCOC(=O)c1[nH]c(=O)[nH]c1C1CC(=O)Nc2c1cnn2C(CC)CC (configuration not stated)	1%	-11%	-9%	i	13%	9	2%
O=C(Cc1c[nH]c2ncc(-c3ccncc3)cc12)NCc1cccnc1	10%[87.6 µM]	79µM*	-4%[87.6 µM]	3%[88.5 µM]	1%[172 µM]	-17	?
O=c1n(Cc2ccc([N+](=O)[O-])cc2)c2ccccc2c2nc(-c3ccccc3)nn12	-2%	/	25%	/	/	35	/
CCCN1CCC2(CCN(C(=O)c3ccccc3)CC2)Oc2ccccc21	-3%	-27%	-1%	i	-2%	-8	?
CCCOc1nccnc1NC1CCN(C(=O)C2CCCO2)CC1 (configuration not stated)	10%	i	14%	1%	-2%	4	-3%
COc1ccc(NC(=O)c2cc(NC(=O)C(C)C)cc3nc(C)ccc23)cc1	7%	-14%	-12%	-17%	-29%	13	-22%
NC(=O)C1CCCN(Cc2ccc(-c3cnc4c(OCc5ccccc5)nccn34)cc2)C1 (configuration not stated)	-7%	40µM*	103%[activator]	i	45µM*	0	45µM*
CO[C@H](C)[C@H](N)C(=O)N1CCC(c2cc(Cc3ccccc3)[nH]n2)CC1	-3%	i	3%	0%	0%	21	1%
COc1ccc(CNC(=O)Cn2cccc2-c2nc(-c3ccccc3)no2)cc1	-7%	-1%	8%	i	11%	26	?
CCOC(=O)C1CCN(S(=O)(=O)c2cc(-c3cc(C)no3)ccc2C)CC1	9%	/	-4%	/	/	9	/
Cc1noc(-c2cn(C3CCCN(C(=O)c4ccc(Cl)s4)C3)nn2)n1 (configuration not stated)	-10%	-20%	-2%	i	0%	0	-5%
Cc1cccc(C(=O)Nc2cc(-c3ccccc3F)nn2-c2ccccc2)c1	-12%	/	-17%	/	/	16	/

A draw from above in order of heavy-atom count, highest first.
SMILES	HEK293 viab	3T3 cytotox	SNCA expr inh	GPT2 inh	FLuc inh	IP6K1 inh	HEK cytotox
COc1ccc(N2CCN(C(=O)CCc3nnc4n(C)c(=O)c5sccc5n34)CC2)cc1	0%	/	-7%	/	/	-4	/
CCOc1ccc(/C=C/c2nc(C#N)c(N3CCN(c4ccccc4)CC3)o2)cc1	-9%	/	4%	/	/	-19	/
CCCN1CCC2(CCN(C(=O)c3ccccc3)CC2)Oc2ccccc21	-3%	-27%	-1%	i	-2%	-8	?
Cc1ccc(NS(=O)(=O)c2ccccc2)c(=O)n1CC(=O)N(C)C	6%	-7%	10%	i	-4%	0	-1%
Cn1nccc1C(=O)N1CC2CC(C1)[C@H]1CCCC(=O)N1C2 (some centres not stated)	3%	i	7%	i	5%	0	16%

(next part)
SMILES	HEK293 viab	3T3 cytotox	SNCA expr inh	GPT2 inh	FLuc inh	IP6K1 inh	HEK cytotox
COc1ccc(C(=O)N2C[C@@H](COc3ccccc3)[C@H](C(N)=O)C2)cn1	-28%	-1%	-8%	i	7%	0	i
O=C(Nc1cc(-c2ccccn2)nn1-c1ccccc1)c1ccc2ccccc2n1	-12%	-24%	-3%	-9%	/	11	-17%
Cc1oc(-c2ccccc2Cl)nc1CS(=O)(=O)CC(=O)NC(C)c1ccccc1 (configuration not stated)	3%	/	-17%	/	/	-9	/
CCNC(=O)N1CCCCC1c1nc(CCOCC2CCCC2)no1 (configuration not stated)	10%	-9%	9%	?	/	-2	1%
O=C(Cn1cc(C(=O)c2ccco2)c2ccccc21)Nc1ccc(Br)cc1	-7%	/	19%	/	/	-1	/
CCOc1ccc(S(=O)(=O)NCC(c2ccco2)S(=O)(=O)c2cccs2)cc1 (configuration not stated)	3%	/	-13%	/	/	-2	/
CCC(=O)N1CCCC(c2nc(C(C)C)no2)CCNC(=O)CC1 (configuration not stated)	6%	-12%	?	i	-6%	10	4%
Cc1ccc(C)c(CN2C(=O)c3ccccc3S(=O)(=O)c3ccc(C(=O)N4CCN(c5ccccc5)CC4)cc32)c1	1%	/	-6%	/	/	6	/
Cc1cccc(C(=O)Nc2sc3c(c2C(=O)O)CCCC3)c1	?	/	-2%	/	/	-9	/
CNc1nc(N2CC[C@@H]3C[C@H](N4CCOCC4)CC[C@@]3(COC)C2)ncc1F	0%	i	-1%	-34%	-4%	-9	-27%
Cn1cc(C2=C(c3c4n(c5ccccc35)CCC(CN)C4)C(=O)NC2=O)c2ccccc21 (configuration not stated)	-27%	/	-18%	i	/	/	/
Cc1ccccc1NC(=O)CC1C(=O)NCCN1C(=O)c1cccc(Cl)c1 (configuration not stated)	0%	/	-6%	/	/	1	/
Fc1ccccc1CNCCCSc1nnnn1-c1ccccc1	11%	/	29%	/	/	-2	/
COc1cc(C2CC(=O)Nc3c2c(=O)[nH]c2nc4ccccc4n32)ccc1O (configuration not stated)	33%	/	-20%	/	/	4	/
Cc1cccc2c1nc1n2[C@@H](CNS(=O)(=O)c2ccc(F)cc2)COC1	-15%[87.6 µM]	?	11%[87.6 µM]	-4%[88.5 µM]	-7%[172 µM]	4	?
Cc1ccc(C)c(CNC(=O)c2ccc3c(c2)N(S(=O)(=O)c2ccccc2)CC3)c1	3%	-27%	?	-4%	5%	-9	-28%
O=C(Cc1cccc(Cl)c1)N1C[C@@H](CO)[C@H](c2ccncc2)C1	5%	-12%	?	i	-12%	-3	-28%
O=C(C1CCCN([S+](=O)([O-])c2cccc(C(F)(F)F)c2)C1)N1CCC(N2Cc3cccn3C2=O)CC1 (configuration not stated)	-2%	?	-12%	-7%	/	-4	?
O=C(NC1CCCC1)c1ccc2c(=O)n(Cc3ccccc3)c(SCc3cccc(F)c3)nc2c1	2%	/	33%[activator]	/	/	-4	/
CC(C)(C)C(=O)N1CCCC1C(=O)N1CCC(c2ccccc2)CC1 (configuration not stated)	-3%	-27%	19%	4%	/	-5	?
CCCCNc1ncnc2c1nnn2C	-7%	/	1%	/	/	-20	/
CCCCCn1c(NCc2ccccc2OC)nc2ccccc21	?	/	?	/	/	3	/
O=C1NCc2ccccc2CC12CCCCN2Cc1ccsc1 (configuration not stated)	-16%	-8%	11%	i	/	-5	-30%
COc1ccc(C(=O)N[C@@H]2CN(c3ccccn3)C[C@H]2CN(C)C)c(OC)c1	-15%	-17%	1%	i	6%	23	?
COc1ccc(CCN2C(=O)O[C@@H]3CN(c4ncc(C)c(N(C)C)n4)C[C@@H]32)cc1	-3%	-12%	-6%	-5%	1%	-4	?
Cc1ccc(C(=O)NC2CCN(c3cc(-c4cccs4)[nH]n3)CC2)cc1F	-13%	?	9%	-6%	-1%	15	-30%

Assay outcomes as filed in PubChem BioAssay.
